PAFAH1B3 FP inh: inhibitors of human PAFAH1B3; Q15102; recombinant PAFAH1B3, FP-rhodamine probe, fluorescence polarization; inhibition, % at 3.39 µM; 0.28% of 340,000 active; AID 492972;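 active = inhibition above the screen-wide average of all tested compounds plus 3 SD, cut at about 25% in these data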;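 also: 0% = enzyme with DMSO only and 100% = wells lacking PAFAH1B3 protein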
Target sequence (Q15102 whole entry, looked up): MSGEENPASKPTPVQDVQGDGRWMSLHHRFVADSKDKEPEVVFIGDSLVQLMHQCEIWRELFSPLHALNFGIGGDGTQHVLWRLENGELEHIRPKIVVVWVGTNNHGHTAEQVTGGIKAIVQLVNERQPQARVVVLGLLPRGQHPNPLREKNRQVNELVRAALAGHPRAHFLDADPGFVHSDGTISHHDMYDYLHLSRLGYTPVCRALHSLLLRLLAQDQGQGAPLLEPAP
LYPLA2 counter: counter-screen for PME1 inhibitors: inhibitors of human LYPLA2. O95372. recombinant LYPLA2, FP-Rh probe fluorescence polarization. inhibition, % at 5.9 µM. 0.38% of 320,000 active;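 active = inhibition above the screen-wide mean plus 3 SD, limit set per campaign, cut at about 26% in these data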;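 also: 0% = LYPLA2 with DMSO and 100% = wells lacking LYPLA2 enzyme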
Target sequence (O95372 whole entry, looked up): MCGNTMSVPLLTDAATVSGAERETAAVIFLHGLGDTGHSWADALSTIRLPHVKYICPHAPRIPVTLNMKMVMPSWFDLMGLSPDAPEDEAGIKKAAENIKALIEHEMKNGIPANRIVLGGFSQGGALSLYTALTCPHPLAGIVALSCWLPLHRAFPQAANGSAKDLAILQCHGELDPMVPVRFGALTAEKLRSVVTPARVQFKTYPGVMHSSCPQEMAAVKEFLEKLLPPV
pPAFAH inh: pPAFAH (human) enzyme inhibition. Q13093. recombinant pPAFAH, FP-rhodamine probe fluorescence polarization. 1.5% of 330,000 active. inhibition, % at 3.39 µM;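 active = inhibition above the mean inhibition across the screen plus 3 SD, cut at about 25% in these data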;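 also: inhibitors block binding of the rhodamine activity-based probe so polarization drops; 0% = enzyme with DMSO and 100% = wells lacking pPAFAH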
GSTO1 counter: GSTO1 inhibition, counter-screen for RBBP9 inhibitors; P78417; recombinant GSTO1, activity-based probe fluorescence polarization; inhibition, % at 5.96 µM; 1.1% of 300,000 active; AID 1974;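 active = inhibition above the campaign mean inhibition plus 3 SD, cut at about 35% in these data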;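 also: 0% = GSTO1-1 with DMSO and 100% = wells lacking GSTO1-1 enzyme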
PAFAH2 inh: PAFAH2 (human) inhibition | inhibition, % at 3.39 µM | Q99487 | 0.99% of 340,000 active | recombinant PAFAH2, FP-rhodamine activity probe, fluorescence polarization;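 active = inhibition above the mean over all tested compounds plus 3 SD, cut at about 30% in these data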;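 also: inhibitors block probe labeling of enzyme so polarization drops; 0% = enzyme with DMSO and 100% = wells lacking PAFAH2 protein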
PME-1 inh: blocks human protein phosphatase methylesterase 1. 0.53% of 320,000 active. recombinant PME-1, FP-Rh probe fluorescence polarization. AID 2130. inhibition, % at 5.9 µM. Q9Y570;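 active = inhibition above the campaign mean of all compounds plus 3 SD, cut at about 26% in these data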;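 also: competitive labeling of PME-1 active site by serine hydrolase directed probe; 0% = PME-1 with DMSO and 100% = wells lacking PME-1 enzyme; inhibitors block probe labeling so polarization falls and inhibition rises; many of its hits are not listed in these tables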
LYPLA1 inh: counter-screen for PME1 inhibitors: inhibitors of human LYPLA1. O75608. recombinant LYPLA1, FP-Rh probe fluorescence polarization. inhibition, % at 5.9 µM. 0.16% of 320,000 active. AID 2174;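 active = inhibition above the mean of all tested compounds plus 3 SD, set per campaign, cut at about 14% in these data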;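 also: inhibitors block serine hydrolase probe labeling of LYPLA1 so polarization falls; 0% = enzyme with DMSO and 100% = wells lacking LYPLA1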
Target sequence (O75608 whole entry, looked up): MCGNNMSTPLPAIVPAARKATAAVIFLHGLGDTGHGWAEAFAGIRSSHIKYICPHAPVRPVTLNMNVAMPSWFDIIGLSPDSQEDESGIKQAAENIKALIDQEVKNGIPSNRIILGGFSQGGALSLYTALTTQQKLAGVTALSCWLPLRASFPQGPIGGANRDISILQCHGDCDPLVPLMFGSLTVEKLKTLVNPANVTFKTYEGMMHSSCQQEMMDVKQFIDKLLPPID
PAFAH1B2 inh: PAFAH1B2 (human) inhibition. AID 492953. inhibition, % at 3.39 µM. recombinant PAFAH1B2, FP-rhodamine activity probe, fluorescence polarization. P68402. 1.2% of 340,000 active;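 active = inhibition above the mean of all tested compounds plus 3 SD, cut at about 24% in these data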;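 also: 0% = enzyme with DMSO and 100% = wells lacking PAFAH1B2; many of its hits are not listed in these tables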
Target sequence (P68402 whole entry, looked up): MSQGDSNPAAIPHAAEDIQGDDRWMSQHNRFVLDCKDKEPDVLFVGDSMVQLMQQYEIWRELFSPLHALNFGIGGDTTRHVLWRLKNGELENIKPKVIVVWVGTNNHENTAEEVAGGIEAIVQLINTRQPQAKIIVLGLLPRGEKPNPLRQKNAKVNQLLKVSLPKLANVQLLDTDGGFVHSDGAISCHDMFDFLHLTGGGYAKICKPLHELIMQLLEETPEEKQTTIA
PAD4 inh: blocks human protein arginine deiminase 4 | Q9UM07 | recombinant PAD4, RCA probe fluorescence polarization | inhibition, % at 6.36 µM | 0.41% of 330,000 active | AID 485272;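 active = percent inhibition above a cutoff equal to the mean of all tested compounds plus 3 SD, cut at about 15% in these data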;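 also: 0% = PAD4 with RCA probe and DMSO and 100% = probe without PAD4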
* hit, by the source's call; . = not tested or not shown. Only part of the results is shown; rates above refer to the full screens.

Structure | PAFAH1B3 FP inh | LYPLA2 counter | pPAFAH inh | GSTO1 counter | PAFAH2 inh | PME-1 inh | LYPLA1 inh | PAFAH1B2 inh | PAD4 inh
CCc1onc(C)c1C(=O)O | 9 | 2 | -1 | 3 | 5 | 2 | -4 | -1 | -3
O=S(=O)(c1ccccc1)c1cnc(-c2cccnc2)nc1-c1ccc(Cl)cc1Cl | -2 | -4 | 3 | -6 | 4 | 2 | -7 | 1 | -3
CCOC(=O)CSc1nc2c([nH]c3ccccc32)c(=O)n1C | 0 | 0 | 4 | 6 | 9 | -2 | 0 | 2 | -2
O=C(NCc1ccccn1)C1CCCN(S(=O)(=O)c2ccc(Br)cc2)C1 (configuration not stated) | 0 | -3 | 8 | 20 | 1 | -1 | 1 | 15 | 5
COc1ccccc1-n1c(CNc2c(C)cccc2C)nnc1SCC(=O)N1CCOCC1 | 5 | 5 | 4 | 6 | 4 | -5 | 3 | -1 | -1
S=C(NCCc1ccccc1)N1CCn2cccc2C1c1ccncc1 (configuration not stated) | 6 | 6 | 4 | 5 | -2 | 5 | -1 | 3 | -3
CCCn1c(=N)n(CC(=O)O)c2ccccc21 | 5 | 1 | 2 | 10 | 2 | 1 | -5 | 1 | -3
Cc1nn(Cc2ccccc2Cl)c(C)c1NC(=O)CSc1n[nH]c(C)c1[N+](=O)[O-] | . | -9 | -3 | 5 | . | -3 | -6 | . | 0
N#C/C(=C\Nc1ccc(Cl)cn1)S(=O)(=O)c1ccccc1 | -1 | -3 | 1 | -2 | 5 | -3 | -3 | 7 | -2
Cc1cccc(NC(=O)C2CCN(S(=O)(=O)c3cccc4cccnc34)CC2)n1 | 6 | 3 | 3 | 1 | 1 | 4 | 2 | 0 | 4
O=C(O)CCC(=O)N1CC=C(c2ccccc2)CC1 | 3 | -2 | 4 | 3 | 0 | 4 | -3 | 2 | -3
CCOc1ccc(N2C(=O)/C(=C/c3cccs3)N(CC(=O)OC)C2=S)cc1 | 8 | 0 | 7 | 2 | -2 | 0 | 1 | 0 | 0
COc1cccc(CNC(=O)CCC2CCCN(C(=O)c3cc(C)on3)C2)c1 (configuration not stated) | 7 | 1 | -5 | 2 | 6 | -6 | -1 | 3 | -2
Cc1ncoc1C(=O)N1CCCC(C(=O)c2cccc(C(F)(F)F)c2)C1 (configuration not stated) | 4 | 5 | 1 | 7 | -9 | 0 | 5 | 4 | -4
Cc1ccc(S(=O)(=O)N2CCN(C(=O)Cn3cnc4c3c(=O)n(C)c(=O)n4C)CC2)cc1C | 0 | -3 | 1 | . | 0 | 42* | 1 | 0 | -2
O=C(CCc1nc2ccccc2c(=O)[nH]1)Nc1cc(C(F)(F)F)ccc1N1CCOCC1 | -19 | 1 | 5 | -13 | -2 | -1 | -2 | 0 | 5
CC(C)C(c1nnnn1Cc1ccccc1)N1CCc2ccccc2C1 (configuration not stated) | 3 | -1 | 0 | 5 | -4 | -7 | 2 | 6 | 1
COC(=O)C1=C(C)N(CCc2ccc(OC)c(OC)c2)C(=O)/C1=C\N(C)C | 9 | 1 | 1 | -2 | 2 | -5 | 0 | 5 | -1
CCOC(=O)N1CCC(NC(=O)C2CCN(C(=O)N3CC(C)Oc4ccc(C)cc43)CC2)CC1 (configuration not stated) | -10 | 0 | -3 | 5 | -3 | -3 | 3 | 3 | -3
CN(C)C(=O)C(OC(=O)c1ccc2c(c1)CCCC2)c1ccccc1 (configuration not stated) | -7 | 4 | 6 | 2 | -17 | 0 | -2 | 4 | 3
COc1c(C(=O)Nc2ccc(CN3CCOCC3)cc2)cc2ccccc2c1Br | 0 | 0 | 8 | 8 | -7 | -4 | 2 | -3 | 4
O=C/C(=C\Nc1ccccn1)c1nc2ccccc2o1 | 3 | 3 | -1 | 8 | 1 | 3 | 4 | 3 | -3
COc1ccc(S(=O)(=O)N2CCN(CC(=O)c3[nH]c(C)c(C(C)=O)c3C)CC2)cc1OC | 2 | 6 | -3 | . | 4 | 2 | 1 | -1 | 5
CCN1CCN(c2cc(C)c3cc(NC(=O)CCC(=O)Nc4ccc(OC)cc4OC)ccc3n2)CC1 | 3 | -7 | 6 | -4 | 13 | -3 | -4 | 0 | 1
CC1=CN2C(=N)/C(=C/c3cn(CCCOc4ccccc4C)c4ccccc34)C(=O)N=C2S1 | -2 | 0 | 1 | 0 | -5 | 5 | -2 | 1 | -5
CC1(C)Cc2ccccc2-c2nc3ccccc3c(=O)n21 | 4 | -2 | 2 | 13 | 2 | -3 | 2 | 0 | 0
CCc1nnc(NC(=O)CCC(=O)N2CCN(Cc3ccc(OC)c(F)c3)CC2)s1 | 6 | -7 | -2 | -1 | -6 | 6 | -2 | 2 | -1
Cc1cc(C)c(S(=O)(=O)N2CCOC2CNC(=O)C(=O)NCCCN2CCOCC2)c(C)c1 (configuration not stated) | 6 | -6 | 1 | -2 | 4 | 2 | -5 | -1 | -6
NS(=O)(=O)c1ccc(NC(=O)c2cc(-c3ccccc3O)n[nH]2)cc1 | -10 | -14 | 3 | 12 | -10 | -67 | -17 | -7 | -4
COc1ccc(S(=O)(=O)Nc2ccccc2C(=O)N2CCOCC2)cc1F | 6 | 2 | 5 | 0 | 3 | 1 | -1 | 5 | -1
COc1ccc(-c2nc(CSCC(=O)NCCC3=CCCCC3)c(C)o2)cc1OC | 5 | 19 | -2 | -4 | 1 | 1 | 5 | 6 | -9
CCOC(=O)c1c2ccc(OCC(=O)NN)cc2n2ccccc12 | 10 | 4 | 1 | 40* | 0 | 8 | 4 | 1 | -2
CCC(C)(C)n1nnnc1CN(Cc1ccc(Cl)cc1)Cc1ccco1 | -4 | 11 | 8 | -4 | 7 | 2 | 3 | 3 | 0
O=C(COC(=O)/C=C/c1ccc(F)cc1)Nc1ccc2[nH]c(=O)[nH]c2c1 | 2 | -14 | -6 | -13 | 1 | -6 | -3 | 0 | -9
c1cc(-c2n[nH]c(-c3ccncc3)n2)ccn1 | 2 | 9 | 0 | -2 | 1 | 3 | 0 | 5 | -5
O=C(CS(=O)(=O)c1cn(Cc2ccc(Cl)cc2)c2ccccc12)N1CCCCC1 | -8 | 6 | 0 | 6 | -2 | -5 | 12 | 28* | 1
COc1ccc([C@H]2CC(=O)C=C(c3cccc(C(C)C)c3)C2)cc1 | 6 | 10 | -1 | . | 0 | -3 | 5 | 7 | 3
Cc1cc(C(=O)N2CCN(c3ccc(C(F)(F)F)cn3)CC2)c(C)o1 | 11 | 4 | -1 | -4 | 8 | -6 | 3 | -2 | 1
COc1cc(C2C3=C(CC(C)(C)CC3=O)Nc3ccccc3N2C(C)=O)cc(OC)c1OC (configuration not stated) | 5 | -1 | -8 | 1 | -5 | -1 | -2 | 1 | 3
Cc1cc(Nc2ccc(Br)cc2F)n2nc(C)nc2n1 | 1 | -9 | 4 | -3 | -2 | -3 | 0 | 2 | 3
COc1ccc(OCC(O)Cn2c(N)nc3c2c(=O)[nH]c(=O)n3C)cc1 (configuration not stated) | 0 | -3 | 9 | 5 | -3 | -3 | 2 | 6 | 0
COc1ccc(OCC(=O)Nc2c(C(=O)N(CCN(C)C)Cc3ccco3)oc3ccccc23)cc1 | 6 | -5 | -7 | -6 | 5 | -11 | 2 | 1 | -11
CN(C)c1nc2n(c(=O)n1)CCS2 | 2 | -5 | -2 | 5 | -3 | 12 | -3 | 1 | 5
Cc1ccc(Cn2c(=O)c3c(nc4n3CCCN4Cc3ccccc3)n(C)c2=O)cc1 | 1 | 5 | -4 | 2 | 4 | -3 | -1 | 3 | 0
Cc1cccc(C)c1OCc1nnc(SCC(=O)NCc2ccccc2)o1 | 2 | 4 | 10 | 3 | 0 | 1 | 0 | -3 | 1
COCCNC(=O)C(=O)NCC1OCCN1S(=O)(=O)c1ccc(F)cc1 (configuration not stated) | 9 | 3 | 3 | 2 | 0 | -1 | -1 | -4 | -2
O=C(NC1CC1)C1=C[C@@H](C2CC2)C[C@@H](OCCCCO)O1 | 11 | 1 | 0 | 4 | -5 | 3 | 3 | 0 | -3
CC(C)OCc1c(C(=O)Nc2nccs2)oc2ccccc12 | 4 | -4 | -2 | 6 | 0 | -9 | 0 | -4 | -1
O=C(O)CSCc1ccc(C(=O)O)o1 | 8 | 9 | -6 | 2 | 3 | -7 | 2 | 7 | -1
O=C(CCCC(=O)OCC(=O)NC1CCCC1)Nc1ccccn1 | 9 | 0 | 7 | 11 | -7 | 0 | 0 | 0 | 1
Cc1cc(C)n(-c2nncn2/N=C/c2ccccc2F)n1 | 6 | 4 | 2 | 1 | 2 | 0 | 0 | 4 | 1
COc1cc2c(c(OC)c1OC)-c1ccc(NC(=O)c3ccc(F)cc3)c(=O)cc1[C@@H](NC(C)=O)CC2 | 4 | 0 | 23 | 6 | 4 | 31* | -3 | -3 | -5
N#C/C(C(=O)NCCc1ccccc1)=C1/N=C(NC(=O)c2cccs2)c2ccccc21 | -3 | 6 | 3 | -4 | 1 | 14 | -1 | 5 | -5
Cc1cccc(C(=O)Nc2nc(C)c(C(=O)Nc3ccc4c(c3)CCC4)s2)c1 | -10 | -59 | -21 | -16 | -30 | -50 | -36 | -9 | -3
O=C(NCc1ccco1)C(c1ccco1)N(C(=O)Cn1nnc2ccccc21)c1ccc2c(c1)CCC2 (configuration not stated) | 5 | 5 | 7 | -4 | 7 | -7 | 1 | 8 | 2
COc1cccc(N2CCN(C(=O)/C=C/c3ccco3)CC2)c1 | 5 | 0 | -8 | -5 | 5 | -4 | 2 | 4 | -9
COc1ccc(C2=CC3=C(Br)C(=O)C(C)(OC(=O)c4ccc(Cl)nc4)C(=O)C3=CO2)cc1 (configuration not stated) | . | 0 | 28* | 21 | . | 0 | -1 | . | -6
CN(NC(=O)Nc1ccccc1)c1cnn(C)c(=O)c1Cl | . | 4 | -5 | 2 | . | -4 | -1 | . | 1
CC(C)CCNC(=O)C1CC(c2cccc([N+](=O)[O-])c2)=NO1 (configuration not stated) | 2 | -6 | 6 | 2 | -1 | -1 | -2 | 1 | -5
COc1ccc(C)cc1S(=O)(=O)N(C)CC(=O)NC1CC1 | 2 | -1 | 2 | 2 | 6 | 1 | -1 | 2 | 1

(further entries)
Structure | PAFAH1B3 FP inh | LYPLA2 counter | pPAFAH inh | GSTO1 counter | PAFAH2 inh | PME-1 inh | LYPLA1 inh | PAFAH1B2 inh | PAD4 inh
CC(C)NCC(O)COc1ccc(CC(N)=O)cc1 (configuration not stated) | -1 | 3 | -5 | -2 | -3 | -2 | 1 | -2 | -2
O=c1c(C=NCCN2CCNCC2)c(-c2ccccc2)[nH]n1-c1ccc([N+](=O)[O-])cc1 | . | -4 | 9 | -7 | . | 2 | 6 | . | -4
CN(CCC1CCOCC1)C(=O)C1CCC(=O)N(CCc2cccc(F)c2)C1 (configuration not stated) | 11 | 14 | 5 | 4 | -5 | -4 | 5 | 1 | 4
CCSc1nnc(NC(=O)c2cnccn2)s1 | . | 2 | 4 | 1 | . | -6 | 1 | . | 3
c1cc2nnnn2nc1N1CCCCCC1 | 3 | 1 | 2 | -1 | 0 | 6 | 1 | 2 | -3

From PubChem BioAssay
